# Screening results (PubChem)
# Autophagy HCS: alters autophagy in cells. MEF GFP-LC3 puncta imaging; test concentration mostly 10 µM. calls only at 10 µM (by protocol). 0.98% of 190,000 active. AID 463193;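 active = percentage of spot-positive cells more than 3 SD above its plate mean, without a fluorescence outlier flag or 80% toxicity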;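 note: spot-positive cell cutoff set from DMSO-treated cells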
# MT stabilize HCS: stabilizes microtubules in HeLa cells. HeLa tubulin immunostaining HCS, 24 h; share of cells brighter than vehicle mean+2SD. % tubulin-high responders, % at 10 µM. 0.83% of 200,000 active. AID 2205;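 active = plate Z-score above 3 for both tubulin-high and condensed-nucleus cell shares, with cell loss under 80%, at 10 µM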;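 note: anti alpha tubulin signal scored within the nucleus-defined area of each cell; some results filed as inactive read as strong as hits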
# b-catenin transl: modulators of beta-catenin nuclear translocation. HeLa beta-catenin nuclear translocation, immunofluorescence imaging. nuclear translocation activity, % at 5 µM. 0.3% of 190,000 active. AID 1665;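 active = nuclear translocation activity above 50% at 5 µM, with a well cell count of 50 or more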;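 note: per-cell ratio of nuclear to cytoplasmic median beta-catenin stain intensity; plate controls were DMSO negative control for no effect and GSK-3 inhibitor IX positive control for full effect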
#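 assay system = human HeLa cells, endogenous beta-catenin | times = compound treatment 24 h, 37°C, 5% CO2 | detection = Anti-beta-catenin immunofluorescence on PFA-fixed, Triton-permeabilized cells, DAPI nuclei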
# Dynein cargo inh: blocks dynein driven cargo transport along microtubules; 3617.4 mouse cells, GR-EGFP nuclear translocation imaging; test concentration mostly 20 µM; stimulated with dexamethasone, 1 µM; hits give low values; z-score, hits read low; 0.47% of 220,000 active; AID 1381;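 active = plate z-score of nuclear minus cytoplasmic receptor signal below a set negative limit, without overly bright fluorescence or cell loss, cut at about -3.5 in these data, passing the limit was not always enough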;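 note: z-score of nuclear minus cytoplasmic ring GR-EGFP intensity difference per well; some compounds called inactive have numbers as strong as hits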
#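 medium = tetracycline-free induction medium containing charcoal-stripped FBS | also added = 1.0 µM final dexamethasone stimulus | schedule = 48 h induction, 1 h compound, 30 min dex at 37 °C | technique = fixed, Hoechst-stained cells imaged at 10x for EGFP | measure = GR-EGFP nuclear translocation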
# Ins promoter up: MIN6 insulin promoter up-regulation; MIN6 insulin promoter-GFP reporter, high-content imaging; hits give high values; z-score at 5 µM; 0.3% of 190,000 active;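 active = z-score above 3 at 5 µM with at least 500 cells counted in the well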
# PMI inhibitors: MPI enzyme activity inhibition – biochemical, fluorescence intensity, coupled assay, primary screen (AID 1209). purified PMI enzyme, coupled fluorescence intensity; higher % means a stronger effect. inhibition, % at 20 µM; hits with a dose series show IC50 in µM. 0.42% of 190,000 active;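 note: plate controls were DMSO vehicle for no effect and wells lacking substrate for full effect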
# WT yeast gro inh: growth inhibition of WT yeast, mitochondrial fusion screen; mitochondrial fusion phenotypic screen, WT strain; inhibition, % at 10 µM; 2.1% of 190,000 active; AID 1362; in the data active = inhibition above about 58%; tested in S. cerevisiae
# human PMI inhibitors: human PMI inhibitors, high substrate, primary screen, biochemical, fluorescence intensity, high mannose 6-phosphate (AID 1220) | recombinant PMI enzyme, coupled fluorescence intensity; higher % means a stronger effect | 0.66% of 190,000 active | one-dose inhibition, % at 20 µM; IC50 in µM for titrated hits
# Yfh1-depleted yeast: enhancers of respiration in Yfh1-depleted yeast, dose response, Friedreich's ataxia, plus single-dose screen (AID 1465) | S. cerevisiae Yfh1-off respiration, WST-1 reduction, 72 h; higher fold induction means a stronger effect | one-dose fold induction at 50 µM; EC50 in µM for titrated hits | 0.074% of 220,000 active;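 active = fold induction of absorbance versus untreated yeast above a set limit, then at least 30% activation at any dose in follow-up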;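 note: activators that raise dye reduction in frataxin-depleted yeast; strong numbers were not always called active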
# WT yeast gro inh mutant strain: further read-out of WT yeast gro inh, marked with its call; inhibition, %; mitochondrial fusion phenotypic screen, mutant strain inhibition
# Dynein cargo inh cytoplasmic EGFP: also measured in Dynein cargo inh; calls as there; z-score; measured here: cytoplasmic GR-EGFP intensity; hits give high values
# Dynein cargo inh nuclear GR-EGFP: recorded beside Dynein cargo inh, whose call it bears; z-score; measured here: nuclear GR-EGFP intensity;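 lower value marks the stronger effect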
# Dynein cargo inh cell count: recorded beside Dynein cargo inh, whose call it bears; z-score; measured here: cell count per field
# Ins promoter up cell count: further read-out of Ins promoter up, marked with its call; cell count; measured here: cytotoxicity, nuclei count;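 total cells summed across four imaged fields per well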
# b-catenin transl cell count 5 µM: recorded beside b-catenin transl, whose call it bears; cell count; measured here: cell count, cytotoxicity flag
# MT stabilize HCS Hoechst-high %: recorded beside MT stabilize HCS, whose call it bears; % Hoechst-high responders; measured here: nuclear condensation Hoechst responders;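 share of cells brighter than vehicle mean plus two SD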
# MT stabilize HCS cytotoxicity %: second read-out of MT stabilize HCS, no call of its own (marks repeat the call); toxicity, %; measured here: cytotoxicity by cell density;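 0% = mean cell density of plate MIN control wells and 100% = no cells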
# Autophagy HCS cell loss 18 h: further read-out of Autophagy HCS, marked with its call; toxicity, %; measured here: cell loss, nuclei count;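 cell loss after 18 h compound exposure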
# Starred values were filed as active, the others as inactive; i = inactive; x = no result given; + = active, no number. Cut-off read from the data, not from the text of the source, unless noted: active = inhibition above about 50%; inactive = the rest.
SMILES,Autophagy HCS,Autophagy HCS cell loss 18 h,MT stabilize HCS,MT stabilize HCS Hoechst-high %,MT stabilize HCS cytotoxicity %,b-catenin transl,b-catenin transl cell count 5 µM,Dynein cargo inh,Dynein cargo inh cytoplasmic EGFP,Dynein cargo inh nuclear GR-EGFP,Dynein cargo inh cell count,Ins promoter up,Ins promoter up cell count,PMI inhibitors,WT yeast gro inh,WT yeast gro inh mutant strain,human PMI inhibitors,Yfh1-depleted yeast
CN(Cc1ccccc1)C(NC(=O)c1ccccc1)C(Cl)(Cl)Cl (stereo unspecified),i,-6,1.8,2.1,7.7,-0.4,1308,-0.47,-0.13,-0.33,0.025,-0.31,1468,8%,-1,-21,3%,i
CC(=O)Nc1ccc(Nc2nc(Cl)nc(Nc3ccc(NC(C)=O)cc3)n2)cc1,i,-4,2.0,2.1,8.5,1.0,1474,0.32,-0.29,0.099,0.77,0.49,1434,x,2,-7,x,i
CCOC(=O)c1ccc(N2C(=O)c3n[nH]c(-c4ccco4)c3C2c2ccc([N+](=O)[O-])cc2)cc1 (stereo unspecified),i,11,5.4,1.8,0.3,1.9,912,2.1,-0.26,1.2,-1,-0.53,1093,21%,28,3,20%,i
COc1cc(/C=N/NC(=O)c2nonc2C)ccc1O,i,-21,7.0,1.9,4.9,-4.0,1121,-0.77,-0.21,-0.15,-0.057,0.15,1470,-3%,6,12,8%,i
O=C(NC1(C(F)(F)F)NC(=O)N(Cc2cccnc2)C1=O)c1cccs1 (stereo unspecified),i,-5,3.1,1.1,6.2,-4.4,1130,-1.4,-0.23,-0.69,-0.31,0.89,1223,-2%,47,-7,-9%,i
COc1ccc([C@H]2[C@H](C(=O)C(C)(C)C)N3N=Cc4ccccc4C3[C@]23N=C(c2ccccc2)OC3=O)cc1OC (stereo partly specified),i,-3,2.7,1.1,8.4,0.3,1387,-0.7,-0.21,-1,-0.58,-0.17,1395,13%,7,-1,27%,x
O=C(N/C(=N\O)c1ccccc1)Nc1ccc(Cl)cc1,i,-4,2.2,2.2,9.6,x,x,-0.15,-0.24,-0.21,-0.099,0.46,1192,24%,6,5,17%,i
CCOC(=O)Cc1csc(NC(=O)C(C)c2ccc([N+](=O)[O-])cc2)n1 (stereo unspecified),i,9,2.3,1.4,9.4,0.1,1029,1.2,-0.19,0.96,-1.5,-0.27,1703,10%,14,18,7%,i
Clc1ccc(Oc2cccc(/C=N/n3cnnc3)c2)cc1,i,0,1.0,1.3,5.9,x,x,-0.74,-0.22,-0.22,0.9,0.21,850,19%,68*,54*,8%,i
O=C(N/N=C/c1ccc(Cl)cc1Cl)c1cccc(F)c1,i,2,1.7,1.1,0.8,-4.5,1452,0.4,0.06,0.042,0.25,-0.48,1633,21%,40,27,14%,x
O=C(N/N=C/c1cccc(O)c1)c1ccc(COc2cccc3cccnc23)cc1,i,6,8.0,1.7,5.3,0.1,1127,0.29,-0.31,0.45,0.98,-0.01,1152,-9%,-1,4,1%,i
COc1cccc(/C=N/NC(=O)CCc2c(C)n[nH]c2C)c1O,x,x,x,x,x,0.1,1307,0.1,-0.29,-0.18,0.11,-0.14,1315,x,x,x,x,i
O=[N+]([O-])c1ccc(Nc2c3ccccc3nc3ccccc23)cc1,+,0.2*,2.1,4.7,3.2,1.1,1058,0.78,-0.25,0.11,0.86,-0.84,1164,7%,77*,25*,3%,i
CCOc1ccc(NC(=O)CSc2nnc(-c3ccco3)n2C)cc1,i,-9,3.9,2.5,9.3,-8.6,972,-0.29,-0.2,0.098,0.29,-0.73,1100,-3%,95*,-38*,-5%,i
CCOC(=O)c1c(C)oc2c1c(C=NCc1ccccn1)c(O)c1ccccc12,i,11,4.6,2.3,3.8,2.3,864,-0.76,0.28,-0.034,0.23,0.19,1114,62%*,5,6,33%,x
CC(C)(C)c1ccc(S(=O)(=O)N2CCN(CCC#N)CC2)cc1,i,-19,2.5,2.3,11,-1.4,1122,-1.1,-0.18,-0.41,0.7,-0.09,2167,14%,9,8,16%,i
COc1ccc(CCc2nnc(CCC(=O)NCc3cnn(-c4ccccc4C)c3)o2)cc1,i,-18,3.6,2.3,4.7,0.5,949,1.8,-0.091,1.4,-1.6,-0.44,1395,12%,12,8,10%,i
COc1cc2c(c(OC)c1)C(c1cccc(OC)c1OC)CC(=O)N2 (stereo unspecified),x,x,2.6,1.4,7.4,0.6,1084,1.8,-0.029,1.4,-1.3,1,1085,9%,18,2,6%,i
CCOC(=O)c1c(C)n(-c2ccc(OC)cc2)c2ccc(O)c(CN(C)C)c12,x,x,x,x,x,0.8,1270,1.1,-0.14,0.44,-1.8,-1.3,816,x,x,x,x,i
Cc1c(S(=O)(=O)Nc2ccc3c(c2)OCCO3)cnn1C,i,-21,4.6,1.8,0.4,0.7,1079,0.11,0.075,0.33,0.23,-0.79,1326,-4%,-2,10,-3%,i
Cc1cc(-n2c(C)cc(C(=O)CN3C(=O)NC4(CCCCC4C)C3=O)c2C)no1 (stereo unspecified),i,8,3.2,1.8,2.5,x,x,-0.27,-0.43,-0.27,0.26,x,x,-9%,-10,-4,-5%,i
Cc1ccc(COc2ccc(Br)cc2/C=N/O)cc1,i,-13,2.7,2.0,3.1,1.0,1393,-0.74,-0.21,-0.53,0.95,0.22,1550,20%,52,23,23%,i
CN1CCN(C(=O)c2cn(-c3ccccc3)nc2-c2cccnc2)CC1,i,2,1.8,2.0,17,-2.3,1090,-1.1,-0.3,-0.49,-0.3,0.22,859,13%,13,5,4%,i
Cc1ccnc(SCCn2c(N3CCC(C)CC3)nc3c2c(=O)n(C)c(=O)n3C)n1,i,4,3.0,2.5,3.0,x,x,-0.43,-0.24,-0.32,-0.85,x,x,x,x,x,x,i
Cc1c(C(=O)N/N=C/c2ccc(-c3ccccc3[N+](=O)[O-])o2)sc(N)c1C#N,i,8,5.3,3.2,7.1,-0.2,962,-0.74,-0.26,-0.64,0.61,0.35,1218,55%*,-2,11,x,i

# The closing 3 entries of the section before are carried over, then new ones follow.
SMILES,Autophagy HCS,Autophagy HCS cell loss 18 h,MT stabilize HCS,MT stabilize HCS Hoechst-high %,MT stabilize HCS cytotoxicity %,b-catenin transl,b-catenin transl cell count 5 µM,Dynein cargo inh,Dynein cargo inh cytoplasmic EGFP,Dynein cargo inh nuclear GR-EGFP,Dynein cargo inh cell count,Ins promoter up,Ins promoter up cell count,PMI inhibitors,WT yeast gro inh,WT yeast gro inh mutant strain,human PMI inhibitors,Yfh1-depleted yeast
CN1CCN(C(=O)c2cn(-c3ccccc3)nc2-c2cccnc2)CC1,i,2,1.8,2.0,17,-2.3,1090,-1.1,-0.3,-0.49,-0.3,0.22,859,13%,13,5,4%,i
Cc1ccnc(SCCn2c(N3CCC(C)CC3)nc3c2c(=O)n(C)c(=O)n3C)n1,i,4,3.0,2.5,3.0,x,x,-0.43,-0.24,-0.32,-0.85,x,x,x,x,x,x,i
Cc1c(C(=O)N/N=C/c2ccc(-c3ccccc3[N+](=O)[O-])o2)sc(N)c1C#N,i,8,5.3,3.2,7.1,-0.2,962,-0.74,-0.26,-0.64,0.61,0.35,1218,55%*,-2,11,x,i
CCCS/C(N)=N/N=C/c1cc(C)ccc1O,i,0,2.0,1.6,3.5,-3.5,1185,0.37,-0.25,0.35,0.47,-0.19,818,16%,1,8,15%,i
C=CCc1ccccc1OCC(O)CN1CCN(c2ccccc2F)CC1 (stereo unspecified),i,-17,1.8,2.3,8.7,-1.6,912,-0.3,-0.16,-0.14,0.57,0.03,1104,5%,22,20,5%,i
COc1ccc(Cc2n[nH]c(=O)c3ccccc23)cc1OC,i,10,26,2.1,14,3.3,1054,1.4,-0.34,0.88,-0.036,0.85,1585,3%,33,33,1%,i
CC(c1ccccc1)N1CNc2c(c(=O)n(C)c(=O)n2C)C1 (stereo unspecified),i,14,4.7,2.7,8.0,-2.9,1192,0.47,-0.28,0.77,-0.47,2.3,1139,-4%,1,-3,-7%,i
Brc1cccc(C2CC(c3ccccc3)n3nnnc3N2)c1 (stereo unspecified),i,-34,5.4,2.3,17,1.0,1373,0.25,-0.045,0.46,-0.11,1,1420,12%,-1,20,16%,i
CCOC(=O)C1(Cc2ccccc2C(F)(F)F)CCN(C(C)COC)CC1 (stereo unspecified),i,-22,3.6,2.1,6.0,1.1,1007,0.11,0.29,0.076,0.28,-0.67,1439,13%,10,7,10%,i
CS(=O)(=O)N(CC(=O)NCc1ccccc1Cl)c1cccc([N+](=O)[O-])c1,i,-1,3.1,1.6,6.5,0.3,1531,-0.36,-0.33,0.25,0.51,x,x,-7%,-16,-4,2%,i
CCOC(=O)C1CCCN1C(=O)c1ccc(OC)c(Br)c1 (stereo unspecified),i,1,3.1,1.3,16,0.5,846,1.5,-0.28,1.5,-1.6,0.24,1674,2%,x,x,7%,i
COc1ccc(NC(C)=O)cc1C#N,i,-2,2.4,2.8,6.4,-0.1,1517,-0.95,-0.23,-0.87,0.59,0.51,1447,5%,-2,-2,2%,i
CCCCCNC(=O)c1c[nH]c2ccc(S(=O)(=O)N3CCC4(CC3)OCCO4)cc2c1=O,i,15,3.0,4.0,4.8,-1.8,546,0.22,-0.28,1.3,-0.52,-1.5,1167,-8%,7,-5,-10%,i
CC(=O)N1CCCN(Cc2nc(C3(c4ccc(C)cc4)CCCC3)no2)CC1,i,-18,2.3,2.7,2.5,-2.7,1012,-1.2,-0.23,-0.45,0.31,-0.3,1389,0%,16,5,1%,i
CCn1c(CSc2nc3ccccc3s2)nnc1SCC(N)=O,i,7,2.5,1.8,9.9,0.5,1339,-1.2,-0.23,-1.1,1.2,0.11,1370,13%,-4,0,2%,i

# Hits appear at their usual frequency. Share with any hit: about 5%.
